TDP-43 yeast inh = rescues yeast growth from TDP-43 toxicity; TDP-43 expressing yeast growth rescue, BacTiter-Glo, 24 h; Potency, µM (highest dose often 46.1 µM), for inactives: at the top dose growth rescue (activation), hits mostly activators; 1.8% of 410,000 active; AID 652104; also: potency is read from the fitted curve at half-maximal effect; % of control where 0% means no effect; nearly all actives have a fitted effect of over 50% in size
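Readout is BacTiter-Glo luminescence of cell growth, so inhibitors register as activators. TDP-43-expressing yeast at OD600=0.02 in galactose medium, after raffinose pregrowth to mid-log, were incubated with compound for 24 hr at 30 deg C.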
HEK293 tox = cytotoxic in the GLP-1 receptor inverse agonist counter-screen | HEK293 cAMP-luciferase reporter cells, luminescence, 24 h | Potency, µM (doses to about 38.3 µM), for the others: at the top dose activity change, negative = inhibition, usual class: inhibitors | 0.13% of 410,000 active | AID 624418;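 also: loss of luciferase light is scored as toxicity; potency is read from the fitted curve at half-maximal effect; % is scaled to controls: 0 for no effect and ±100 for the full control effect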
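MLSMR compounds, 24 hr on cells at 37 deg C/5% CO2; luminescence after luciferase reagent (12 min RT). Inhibition counted as the undesired cytotoxic outcome.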
Akt phos inh = inhibitors of Akt phosphorylation | 0.32% of 360,000 active | activity change, % for hits at 50 µM | Neuro2A IGF-stimulated pAkt S473 HTRF, 20 min; stronger effect = lower value; in the data active = activity change below about -80%; inconclusive = mostly about -51% to -80%; also: % is scaled to controls: 0 for no effect and ±100 for the full control effect
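Neuro2A cells (4,500/well, DMEM with 0.5% FBS) were treated with compound at a single 50 µM final concentration, stimulated with 6 nM IGF for 20 min at 37 °C, and lysed. Phospho-Akt Ser473 was read by HTRF as 665/615 ratio ×10^4.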
MmCpn inh = blocks the Methanococcus maripaludis chaperonin Mm-Cpn; purified Mm-Cpn ATPase, ADP Transcreener TR-FRET; Potency, µM (doses to about 76.9 µM), for inactives: at the highest dose activity, negative = inhibition, most hits filed as inhibitors; 0.031% of 330,000 active; AID 504842; also: potency is read from the fitted curve at half-maximal effect; % is scaled to controls: 0 for no effect and ±100 for the full control effect; nearly all actives have a fitted effect of over 80% in size
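Quantitative HTS used 25 nM Mm-CPN and 10 uM ATP in magnesium/KCl Tris buffer, pH 7.4, with 1 mM DTT. Hydrolysis ran 30 min at 37°C; ADP was read by HTRF.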
GLP1R inv ag = acts as inverse agonist at human GLP-1 receptor; P43220; HEK293 GLP-1R CRE-luciferase, luminescence, 24 h; GLP-1R form is constitutively active; Potency, µM (titrated, usually from 38.3 µM), inactives show at the top dose activity change, negative = inhibition, most hits filed as inhibitors; 1.6% of 410,000 active; also: potency is read from the fitted curve at half-maximal effect; % is scaled to controls: 0 for no effect and ±100 for the full control effect; nearly all actives have a fitted effect of over 55% in size
Target sequence (P43220 whole entry, looked up): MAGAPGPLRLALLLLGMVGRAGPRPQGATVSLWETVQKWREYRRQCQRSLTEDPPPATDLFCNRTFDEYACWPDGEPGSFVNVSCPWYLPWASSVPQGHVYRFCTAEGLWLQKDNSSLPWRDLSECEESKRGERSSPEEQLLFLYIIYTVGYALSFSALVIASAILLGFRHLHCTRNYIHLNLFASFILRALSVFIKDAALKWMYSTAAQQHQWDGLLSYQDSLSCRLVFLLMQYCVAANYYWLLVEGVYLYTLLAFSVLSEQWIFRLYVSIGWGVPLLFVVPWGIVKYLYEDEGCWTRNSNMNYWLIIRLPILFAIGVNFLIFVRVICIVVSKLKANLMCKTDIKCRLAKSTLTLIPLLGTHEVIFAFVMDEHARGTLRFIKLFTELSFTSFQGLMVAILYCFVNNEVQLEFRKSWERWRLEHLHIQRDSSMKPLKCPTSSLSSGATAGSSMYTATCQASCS
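Inverse agonism was detected as reduced cAMP-driven luciferase luminescence after 24 h compound treatment. The cells were HEK293 clones expressing constitutively active human GLP-1R with the reporter. Reporter-only and GPR119 cell lines served as counterscreen controls.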
PTHR1 ag = agonists of human PTHR1 parathyroid hormone receptor | 0.075% of 410,000 active | Potency, µM (titrated, usually from 115 µM), without a hit: at the highest dose activation, most hits filed as activators | Q03431 | HEK293 GP2 PTHR1 cells, GloSensor cAMP luminescence, 1 h; also: potency is read from the fitted curve at half-maximal effect; nearly all actives have a fitted effect of over 55% in size; some results filed as inactive show a strong effect at the top dose; inactives centre near -15; many of its hits are not listed in these tables
Target sequence (Q03431 whole entry, looked up): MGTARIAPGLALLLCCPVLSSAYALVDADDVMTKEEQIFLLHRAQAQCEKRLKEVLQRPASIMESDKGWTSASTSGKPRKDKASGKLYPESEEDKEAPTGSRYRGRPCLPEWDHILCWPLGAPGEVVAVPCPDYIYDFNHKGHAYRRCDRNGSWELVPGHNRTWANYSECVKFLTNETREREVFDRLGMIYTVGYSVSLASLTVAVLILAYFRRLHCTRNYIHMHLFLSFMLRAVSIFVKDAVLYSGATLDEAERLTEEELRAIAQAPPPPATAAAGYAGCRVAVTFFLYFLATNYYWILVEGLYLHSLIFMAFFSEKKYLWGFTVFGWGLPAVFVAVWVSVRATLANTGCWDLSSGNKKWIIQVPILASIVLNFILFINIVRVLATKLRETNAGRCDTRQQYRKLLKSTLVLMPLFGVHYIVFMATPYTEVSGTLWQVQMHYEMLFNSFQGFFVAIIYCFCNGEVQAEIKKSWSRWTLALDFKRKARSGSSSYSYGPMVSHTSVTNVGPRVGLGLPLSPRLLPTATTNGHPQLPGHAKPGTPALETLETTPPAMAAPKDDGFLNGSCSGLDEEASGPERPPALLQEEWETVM
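HEK-293-derived GP2 cells expressing PTHR1 and a GloSensor cAMP reporter, 3,000/well, plated overnight, given luciferin plus IBMX (each 0.5 mM as added) for 1 h at 37 °C, then compound for 1 h at 37 °C. Luminescence was read after 15 min at room temperature.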
Abeta rescue = compounds reversing amyloid beta toxicity in yeast | yeast expressing A-beta42, growth rescue, OD600, 48 h; response scale: 0% DMSO, 100% iron-clioquinol control | Potency, µM (series often up to 46.1 µM), for inactives: top-dose growth rescue, hits mostly activators | 0.063% of 410,000 active; also: potency is read from the fitted curve at half-maximal effect; nearly all actives have a fitted effect of over 55% in size
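Yeast growth medium received pinned compounds, then yeast cells expressing toxic A-beta were added; plates incubated at 30 C for 48 hr. Growth read as absorbance at 600 nm, normalized to DMSO and equimolar FeCl3 plus clioquinol controls.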
aSyn rescue = rescues yeast growth from alpha-synuclein toxicity. Yeast expressing alpha-synuclein, growth rescue, BacTiter-Glo, 24 h. Potency, µM (doses to about 46.1 µM), inactives show at the highest dose growth rescue (activation), hits mostly activators. 0.14% of 370,000 active; also: potency is read from the fitted curve at half-maximal effect; % of control where 0% means no effect; nearly all actives have a fitted effect of over 65% in size
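Rescue of yeast growth: cells expressing toxic alpha-synuclein, induced in galactose at OD600 0.02, incubated with compound 24 h at 30 C. ATP luminescence quantified growth; inhibitors of toxicity appear as activators.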
FUS yeast rescue = rescues growth of FUS-expressing yeast; 0.24% of 390,000 active; S. cerevisiae FUS-expressing, growth rescue, OD600, 24 h; AID 1347120; Potency, µM (titrated, usually from 76.6 µM), inactives show top-dose growth rescue (activation), actives largely listed as activators;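 also: potency is read from the fitted curve at half-maximal effect; plate controls were DMSO vehicle for no effect and reference control for full effect; nearly all actives have a fitted effect of over 55% in size; some results filed as inactive show a strong effect at the top dose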
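Toxicity suppression screen in FUS-yeast. Cells induced with 2% galactose, starting OD 0.005, treated 24hr at 30C with compounds at multiple final concentrations; growth by OD600.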
An asterisk follows results filed as active; i = inactive; ? = inconclusive; · = no result given; [ ] = dose if it differs, or a comment. Unless noted, calls follow the shape of the dose curve; as a rule, active = well fitted curve in the direction sought with a large enough effect; inconclusive = small, poorly fitted or top-dose-only effect, or another doubt; inactive = no such curve, though single readings can be large; an effect the other way counts as inactive or inconclusive.

SMILES	TDP-43 yeast inh	HEK293 tox	Akt phos inh	MmCpn inh	GLP1R inv ag	PTHR1 ag	Abeta rescue	aSyn rescue	FUS yeast rescue
Cc1cc(C)c(NC(=O)C(C)Sc2nc3ccc(N4C(=O)c5ccccc5C4=O)cc3s2)c(C)c1 (stereo unspecified)	-20%	9%	i	0%	6%	-20%[57.5 µM]	-1%	-1%	20%
CCC(C)/C(C)=N/NC(=O)c1ccc(CSc2nc3ccccc3s2)cc1 (stereo unspecified)	0%	1%	i	-4%	0%	-20%	-1%	2%	·
O=C(Cn1c(=O)n2nc(-c3cccc(F)c3)nc2c2ccccc21)NCc1ccc(Cl)cc1	4%	0%	·	·	13%	i	-17%	·	-21%
O=C(COc1ccccc1/C=C1\SC(=O)NC1=O)Nc1ccccc1	3%	14%	i	3%	0%	i	-5%	-2%	·
CC1(C(=O)NCc2ccccc2Br)CCN1C(=O)CCc1ccc(Cl)cc1Cl (stereo unspecified)	?	2%	i	·	?	-47%[inhibitor]	10%	?	41%
Cc1ccc(N=Nc2c(C)[nH]n(-c3ccccc3)c2=O)cc1Br	-6%	0%	i	1%	12%	i	-6%	-12%	-1%
CN(Cc1cnn(C)c1)C(=O)C1CCCCC1C(=O)O (stereo unspecified)	-15%	2%	i	0%	14%	i	-6%	-6%	20%
CSc1nnc(CSCc2ccc(Cl)cc2Cl)n1-c1ccccc1	?	-16%	i	-1%	0%	i	15%	14%	?
CCOc1ccc(S(=O)(=O)N(C)c2ccc(OCC(=O)NCc3ccco3)cc2)cc1	-19%	-21%	i	2%	?	-22%	-11%	-6%	9%
CCOC(=O)c1c(C)[nH]c(C)c1S(=O)(=O)N(C)CC(=O)Nc1ccc(C)c(F)c1	21%	-1%	·	·	-7%	-15%	-11%	·	19%
C/C(=C\c1ccccc1)C(=O)Nc1nc2ccc([N+](=O)[O-])cc2s1	17%	-9%	i	0%	2%	-26%	9%	-3%	-3%
O=C(CSCC(=O)NC1CCCC1)Nc1ccccc1	-7%	6%	i	1%	-8%	i	-2%	-2%	·
COc1ccccc1CNS(=O)(=O)c1c(C)[nH]c(=O)[nH]c1=O	-4%	13%	i	-1%	6%	-22%[57.5 µM]	16%	-8%	-1%
Cc1cc2c(cc1C)NC(CC(=O)Nc1ccccc1)C(=O)N2 (stereo unspecified)	5%	20%	·	·	-7%	-20%	-25%	·	-3%
Cn1c(=O)n(C)c2cc3[nH]cnc3cc21	12%	14%	i	0%	39%[activator]	i	-6%	0%	0%
Cc1ccccc1CC1(CO)CCCN(C(=O)CCC(=O)c2ccccc2)C1 (stereo unspecified)	-12%	1%	i	0%	?	-17%	-22%	1%	20%
CC(C)(C)c1ccc(S(=O)(=O)/N=C2\C=C(NS(=O)(=O)c3ccccc3)C(=O)c3ccccc32)cc1	-7%	?	i	-1%	?	-12%	?	9%	20%
COc1ccc(N2CC(C(=O)N3CCN(c4ccccc4)CC3)CC2=O)cc1 (stereo unspecified)	22%	-2%	i	0%	15%	i	-5%	3%	13%
CCCC(=O)N1c2ccccc2NC2=C(C(=O)CCC2)C1c1ccc(F)cc1 (stereo unspecified)	-1%	-16%	i	0%	4%	-4%[57.5 µM]	19%	3%	7%
CN(C)CCCN1C(=O)c2cc3ccccc3cc2C1=O	-4%	1%	i	1%	10%	-17%	-13%	-4%	?
CNC(=O)CSc1nnc(-c2ccco2)n1-c1cccc(C)c1C	-13%	-1%	i	-2%	3%	-25%	2%	-5%	10%
COc1ccc(OCc2cc(C(=O)N(C)C(C)c3ccon3)no2)c(Cl)c1 (stereo unspecified)	?	3%	i	-1%	?	-45%[inhibitor]	3%	8%	17%
COCCNc1nnc(SCC(=O)Nc2sc3c(c2C(=O)c2ccccc2)CCCC3)s1	15%	?	i	-10%	?	-23%	1%	2%	?
Cc1cc(Cl)ccc1C(O)c1ncc(-c2ccc(F)cc2)[nH]1 (stereo unspecified)	1%	-15%	i	·	-8%	i	21%	1%	-16%
CCOC(=O)c1cccc(NC(=O)NCc2cccn2Cc2ccccc2)c1	7%	1%	·	·	-28%	-90%[inhibitor]	-14%	·	12%
Cc1sc2ncnc(SCC(=O)Nc3ncccc3O)c2c1C	17%	6%	i	-12%	30%	i	-11%	1%	8%
Cc1[nH]c2ccccc2c(=O)c1C(=O)/C=C/c1ccccc1	-5%	?	i	-3%	?	-46%[inhibitor]	0%	-10%	18%
O=[N+]([O-])c1cccc(NNS(=O)(=O)c2ccccc2F)c1	-4%	-6%	i	-1%	6.3µM*	i	-31%[inhibitor]	25%	-5%
COc1ccc(CCNC(=O)c2ccc3c(c2)S(=O)(=O)N=C2CCCCCN23)cc1OC	12%	1%	i	·	10%	i	2%	0%	-34%
CC(=O)Nc1ccc(S(=O)(=O)Nc2ccc3[nH]c(=O)[nH]c3c2)cc1	0%	5%	i	0%	1%	i	-8%	-3%	17%
CC(=O)N1CCc2cc(S(=O)(=O)NC(CC(C)C)C(=O)Nc3cc(C)cc(C)c3)ccc21 (stereo unspecified)	14%	5%	·	·	18%	i	-4%	·	21%
COC(=O)COc1ccc(S(=O)(=O)NCc2ccc3c(c2)OCO3)cc1	24%	3%	i	0%	8%	-23%	9%	9%	-1%
CCn1ncc(S(=O)(=O)Nc2cccnc2)c1C	-1%	-2%	i	1%	5%	5%	6%	-2%	-8%
O=C1C=C(OCCCl)CC(c2cccc(Cl)c2)O1 (stereo unspecified)	?	2%	i	·	-19%	-19%	2%	1%	15%
CC(C)N(Cc1ccccc1)C(=O)COC(=O)/C=C/c1cnc2ccccc2n1	16%	4%	i	0%	-27%	-33%[inhibitor]	-10%	21%	36%
CCc1ccc(NC(=O)c2cc(C)no2)cc1	10%	-2%	i	4%	13%	-19%	-5%	-1%	13%
CCOC(=O)N1CCN(C(=O)c2ccccc2N(C)S(C)(=O)=O)CC1	-14%	6%	i	0%	0%	i	-3%	?	2%
CSc1nc(N2CCOCC2)c2c(c1C#N)CCCCC2	-5%	-5%	·	-1%	1%	-7%[57.5 µM]	19%	3%	15%
COc1cc(NC(=O)c2ccc([N+](=O)[O-])cc2)ccc1NC(=O)C(C)C	-7%[9.22 µM]	-1%[7.66 µM]	i	-1%	-16%[7.66 µM]	i	-12%	2%	-6%
O=C1NC[C@@H](CCCCN2CCN(CCC3CCCCC3)C(=O)C2=O)N(CC2CCCCC2)C1=O	3%	1%	i	·	23%	11%	-20%	-10%	8%
CCO[C@@H]1OC(C(=O)O)=C[C@H](c2csc3ccccc23)[C@H]1CCCO	10%	1%	i	·	17%	-2%	-11%	-3%	-8%
CCOC(=O)C1(C(=O)OCC)CC1c1ccccc1 (stereo unspecified)	5%	2%	i	1%	-15%	i	10%	-4%	-19%
CSCCC(NS(=O)(=O)c1ccc(Cl)cc1)C(=O)N1CCN(c2ccccc2)CC1 (stereo unspecified)	-10%	-9%	i	·	-5%	-11%	11%	8%	·
CC(C)c1ccc(NC(=O)COc2ccc(C3SCCS3)cc2)cc1	1%	3%	i	1%	-14%	-2%	4%	9%	3%
Cc1nc(N2CCN(C(=O)c3ccco3)CC2)c2c3c(sc2n1)CC(C)CC3 (stereo unspecified)	-82%[inhibitor]	-18%	i	1%	?	-41%[inhibitor]	-86%[inhibitor]	-38%[inhibitor]	37%
NS(=O)(=O)c1ccc(N2N=C(c3ccccc3)CC2c2ccccc2Cl)cc1 (stereo unspecified)	2%	2%	i	-9%	-8%	-7%	2%	-4%	-16%
O=C(O)c1cc(S(=O)(=O)Nc2ccc(OCc3ccccc3)cc2)ccc1Br	-10%	-2%	i	0%	5%	i	5%	0%	9%
CCOc1ccc(NC(=O)CC(Cc2ccc(Cl)cc2)C(=O)O)cc1 (stereo unspecified)	2%	4%	i	0%	7%	i	4%	0%	6%

In another format: entries from further up
Results follow in this order: TDP-43 yeast inh | HEK293 tox | Akt phos inh | MmCpn inh | GLP1R inv ag | PTHR1 ag | Abeta rescue | aSyn rescue | FUS yeast rescue
CCC(C)/C(C)=N/NC(=O)c1ccc(CSc2nc3ccccc3s2)cc1 (stereo unspecified)
  0% | 1% | i | -4% | 0% | -20% | -1% | 2% | ·
O=C(Cn1c(=O)n2nc(-c3cccc(F)c3)nc2c2ccccc21)NCc1ccc(Cl)cc1
  4% | 0% | · | · | 13% | i | -17% | · | -21%
O=C(COc1ccccc1/C=C1\SC(=O)NC1=O)Nc1ccccc1
  3% | 14% | i | 3% | 0% | i | -5% | -2% | ·
CC1(C(=O)NCc2ccccc2Br)CCN1C(=O)CCc1ccc(Cl)cc1Cl (stereo unspecified)
  ? | 2% | i | · | ? | -47%[inhibitor] | 10% | ? | 41%
Cc1ccc(N=Nc2c(C)[nH]n(-c3ccccc3)c2=O)cc1Br
  -6% | 0% | i | 1% | 12% | i | -6% | -12% | -1%

(next part)
SMILES	TDP-43 yeast inh	HEK293 tox	Akt phos inh	MmCpn inh	GLP1R inv ag	PTHR1 ag	Abeta rescue	aSyn rescue	FUS yeast rescue
COCCc1ccc(OC2(C)CCN(Cc3ccc(OC)c4ccccc34)C2)cc1 (stereo unspecified)	0%	-3%	i	·	?	-16%	5%	5%	4%
CNS(=O)(=O)c1cn(CC(=O)N2CCN(c3cccc(Cl)c3)CC2)cc1S(=O)(=O)NC	10%	-7%	·	·	-5%	0%	-1%	·	?
CC1CCCC(C)N1C(=O)COC(=O)COc1ccccc1C#N (stereo unspecified)	6%	5%	i	-1%	11%	11%	7%	4%	-24%
O=C(Nc1ccc(NC(=O)c2ccccc2)c2ccccc12)c1ccccc1	9%	-19%	i	·	4%	i	7%	-3%	-31%

High-throughput results deposited in PubChem by National Center for Advancing Translational Sciences (NCATS).

Only part of the results is shown (hit frequency here may not be typical).
